Rv3671c inh: Rv3671c serine protease inhibitors, primary screen, biochemical, fluorescence polarization, M. tuberculosis H37Rv; P9WHR9; inhibition, % at 5.96 µM; hit rate 0.048% among 320,000; in the data active = inhibition above about 38%;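 note: extracellular domain of Rv3671c used as enzyme; 0% = enzyme with DMSO and 100% = no enzyme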
Target sequence (P9WHR9 whole entry, looked up, the tested form may be a part): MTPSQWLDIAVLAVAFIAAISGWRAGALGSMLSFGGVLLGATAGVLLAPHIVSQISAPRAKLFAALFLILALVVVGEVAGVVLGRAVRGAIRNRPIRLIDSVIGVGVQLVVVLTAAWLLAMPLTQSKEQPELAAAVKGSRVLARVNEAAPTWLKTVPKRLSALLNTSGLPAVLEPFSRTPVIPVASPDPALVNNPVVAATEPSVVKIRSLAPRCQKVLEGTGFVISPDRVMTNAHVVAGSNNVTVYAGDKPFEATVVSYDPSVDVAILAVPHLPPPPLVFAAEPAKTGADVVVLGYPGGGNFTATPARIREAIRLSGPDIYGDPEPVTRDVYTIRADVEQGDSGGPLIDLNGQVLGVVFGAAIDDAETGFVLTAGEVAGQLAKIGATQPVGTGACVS
BH1578 lux ind: inducers of Vibrio cholerae quorum light production without autoinducers, primary screen, BH1578 luxS cqsA deficient, single point; activation, % at 18.7 µM; V. cholerae BH1578 lux reporter, luminescence, 6 h; hit rate 0.16% among 350,000; in the data active = activation mostly above about 9.7%, no sharp cut-off; note: not every result past the cut was called active; inactives centre near 0; reference of the scale not given here
Yp Topo-I inh: Yersinia pestis topoisomerase I inhibitors, primary screen, biochemical, cleavage product accumulation, plate reader, single point; activity, % at 10 µM; DNA topoisomerase I (Yersinia pestis CO92); Y. pestis Topo-I cleavage product accumulation; hit rate 0.064% among 360,000; in the data active = activity above about 50%, passing the limit was not always enough; note: inactives centre near 2
PriA SSB inh: inhibitors of Klebsiella pneumoniae PriA binding to SSB C-terminal tail, primary screen, biochemical, AlphaScreen | AlphaScreen SSBct-PriA binding, biotinylated peptide | inhibition, % at 33 µM | hit rate 0.6% among 430,000; in the data active = inhibition mostly above about 37%, no sharp cut-off; inactive = mostly below about 20%;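 note: plate controls were negative control peptide for no effect and reference peptide for full effect; strong numbers were not always called active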
PrPC surface inh: inhibitors of human cell surface prion protein PrPC, primary screen, cell-based, TR-FRET; inhibition, % at 13.8 µM; hit rate 0.43% among 370,000; AID 720596, 2013; TR-FRET read-out; in the data active = inhibition above about 24%; note: 0% = median of the test wells and 100% = reference compound wells
MazEF act: activators of E. coli MazEF toxin-antitoxin RNase, primary screen, biochemical, fluorescence, uHTS. AID 504720, 2011. hit rate 0.32% among 350,000. FAM/BHQ RNA-DNA oligo cleavage fluorescence, 5 h. activation, % at 20 µM. Endoribonuclease toxin MazF (Escherichia coli (strain K12)), P0AE70; in the data active = activation above about 50%
Target sequence (P0AE70 whole entry, looked up): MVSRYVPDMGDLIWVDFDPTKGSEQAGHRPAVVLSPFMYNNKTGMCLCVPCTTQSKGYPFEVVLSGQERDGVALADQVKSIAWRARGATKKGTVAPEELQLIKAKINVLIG
CCHF vOTU inh: CCHFV vOTU protease inhibitors, primary screen, biochemical, Pep-AMC substrate, fluorescence; inhibition, % at 11.5 µM; AID 651958, 2012; hit rate 0.55% among 370,000; in the data active = inhibition above about 30%; note: 0% = vehicle wells with enzyme and 100% = no enzyme wells
VHR inh abs: VHR1 phosphatase inhibitors, primary screen, biochemical, absorbance, uHTS; recombinant VHR phosphatase, pNPP absorbance; inhibition, % at 13.3 µM; hit rate 0.52% among 290,000; AID 1654, 2009; in the data active = inhibition above about 50%; note: some compounds called inactive have numbers as strong as hits
Target sequence (P51452 whole entry, looked up): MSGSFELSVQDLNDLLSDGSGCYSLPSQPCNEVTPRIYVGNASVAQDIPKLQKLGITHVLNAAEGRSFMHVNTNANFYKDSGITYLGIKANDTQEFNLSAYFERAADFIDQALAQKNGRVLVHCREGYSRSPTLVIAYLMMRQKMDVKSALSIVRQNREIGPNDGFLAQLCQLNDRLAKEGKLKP
3CLpro inhibitor: SARS-CoV 3CLpro protease inhibitors, primary screen, biochemical, quenched FRET | hit rate 0.14% among 290,000 | recombinant SARS-CoV 3CLpro, quenched FRET peptide cleavage | inhibition, % at 6 µM | AID 1706, 2009 | Replicase polyprotein 1ab (Severe acute respiratory syndrome coronavirus), P0C6X7; in the data active = inhibition above about 12%
TcdB inh: TcdB glycohydrolase inhibitors, primary screen, biochemical, single point, plate reader; TcdB glycohydrolase enzymatic assay; inhibition, % at 9.99 µM; hit rate 0.24% among 350,000; AID 652162, 2013; Toxin B (Clostridioides difficile), P18177; in the data active = inhibition above about 10%
The depositor's hits bear a star; i = inactive; / = not tested or not shown. Not all compounds are listed, so the mix of outcomes need not match the whole.

Structure	Rv3671c inh	BH1578 lux ind	Yp Topo-I inh	PriA SSB inh	PrPC surface inh	MazEF act	CCHF vOTU inh	VHR inh abs	3CLpro inhibitor	TcdB inh
Cc1cccc(NC(=O)CCCN2C(=O)C(c3ccccc3)Oc3cccnc32)c1C (stereo unspecified)	-7	-0.7	3	5	5	-9	-4	-5	7	0.8
COc1ccc(CNC(=O)c2ccc3c(c2)N(C)C(=O)CS3=O)cc1 (stereo unspecified)	-2	-0.4	7	-18	4	0	11	21	1	1.3
COc1ccc(COC(=O)C2=C(C)NC(=O)NC2c2cc(Br)c(O)c(OC)c2)cc1 (stereo unspecified)	-9	i	10	-8	5	1	18	13	-3	-0.6
Cc1nc2ccc(NC(=O)c3ccc(Cl)c(S(=O)(=O)N(C)c4ccccc4)c3)cc2s1	-150	-0.4	4	25	2	-126	1	-4	-1	/
CCN1CCN(c2cc(C)c3cc(NC(=S)N4CCC5(CC4)OCCO5)ccc3n2)CC1	3	i	18	7	-5	6	-20	7	-2	-1.0
O=C(CC(=O)NCc1cccnc1)NCc1cccnc1	1	i	-3	-1	-3	2	3	4	-3	/
O=C(NCC1CCCO1)c1cc2c(s1)CCCC2 (stereo unspecified)	-11	i	6	-6	10	0	4	/	/	1.2
CCCCOc1ccc(CNC(=O)NS(=O)(=O)c2ccc(OCC)cc2)cc1	2	-0.3	4	8	-2	3	-25	31	-2	/
O=C(c1ccc(-c2cccc([N+](=O)[O-])c2)o1)N1CCN(c2ccc([N+](=O)[O-])cc2)CC1	/	i	-1	7	0	7	6	/	/	3.1
CCCCOC(=O)Nc1cc(OC)c(Cl)cc1OC	-7	i	11	-64	0	1	6	-14	-3	/
O=C(Nc1ccc(C(=O)N2CCOCC2)cc1)Nc1cccc(Cl)c1	-10	-0.1	0	-14	6	3	3	43	3	/
Cc1ccc(NC(=O)CSCC(=O)Nc2cc(Cl)ccc2N2CCOCC2)cc1	-4	14	14	-8	10	-4	12	/	/	3.0
O=C1NN=C2CCCCCC12 (stereo unspecified)	/	i	7	/	-2	-3	3	/	/	0.4
O=C(Cn1nc(-c2ccccc2F)ccc1=O)NCc1ccc2c(c1)OCO2	6	i	-1	-3	-8	-2	-3	19	0	/
S=C(NC1CC1)N1CCc2ccccc2C1	-6	-0.9	4	0	1	-4	0	1	1	1.7
Cc1ccc(/C=N/c2sc3c(c2C#N)CCC3)s1	5	-3.1	-7	/	3	15	14	-7	2	/
CSC1=C(C#N)C2(CCCCC2)C(C(=O)Nc2ccccc2)=C(C)N1	/	0.5	-2	-13	-4	2	12	/	/	0.7
Cc1cccn2c(/C=N/OCc3ccc(F)cc3)c(-c3ccc(Cl)cc3)nc12	3	i	-1	/	1	-8	8	4	6	/
Cc1ccc(S(=O)(=O)Nc2ccc3nc(N)sc3c2)cc1	-10	i	-10	27	9	1	4	29	6	/
NC(=O)NC(=O)C(c1ccccc1)N1CCN(S(=O)(=O)c2ccc(Br)s2)CC1 (stereo unspecified)	-7	i	24	-2	3	-4	-6	/	/	1.0
Nc1nonc1-c1noc(N2CCOCC2)n1	-4	i	4	-4	2	-8	7	18	-4	/
CC(C)CCN1CCN(CCCn2cccn2)CC1CCO (stereo unspecified)	-6	/	6	4	1	1	1	18	2	-0.3
O=S(=O)(NCC(c1ccco1)N1CCN(c2ccccc2F)CC1)c1ccccc1 (stereo unspecified)	-5	1.7	19	-1	4	-3	9	4	-2	/
N#C/C(=C\c1ccncc1)c1nc2ccccc2o1	2	-0.9	-7	-7	1	8	-36	17	2	-0.6
CCCCN(C(=O)Cc1ccc(S(=O)(=O)N2CCOCC2)s1)c1ccccc1	5	i	25	-25	1	2	8	/	/	-0.4
COc1ccccc1NC(=O)c1cc(S(=O)(=O)N2CCCCCC2)ccc1F	-13	-0.1	36	-15	4	-4	25	8	0	0.9
CCOC(=O)Cc1csc(SC(C)C(=O)Nc2ccc(NC(C)=O)cc2)n1 (stereo unspecified)	-4	-0.2	0	-15	5	4	-7	8	0	/
C/C(=N\NC(=S)Nc1c(C)cccc1C)c1ccc(OC(F)F)cc1	-12	-0.1	0	/	4	-11	6	7	8	0.3
O=C1OC(C(=O)O)Cc2ccccc21 (stereo unspecified)	-2	i	-3	-26	-4	11	-16	13	1	1.3
Cc1ccccc1N1CCN(C(=O)CCN2C(=O)c3ccccc3C2=O)CC1	5	1.0	9	-5	7	1	-5	31	4	/
COc1ccc(C(=O)Nc2ccc(NC(=O)c3ccco3)cc2)cc1	-39	-0.2	5	-9	5	13	8	15	-1	0.0
O=C(NCC1CCCO1)/C(=C/c1ccc(Cl)cc1)NC(=O)c1ccccc1 (stereo unspecified)	3	-0.4	0	-2	2	2	-9	23	4	-0.5
O=C(Nc1cccc(S(=O)(=O)N2CCCCC2)c1)c1ccc2c(=O)n3c(nc2c1)CCCCC3	-51	-0.3	22	-5	12	-10	0	0	-7	/
COc1ccc(Cl)cc1S(=O)(=O)N1CCCC(C(=O)N2CCCC2)C1 (stereo unspecified)	6	i	2	-12	5	-2	4	4	-1	-1.0
CC(Cl)C(=O)NNC(=O)CNS(=O)(=O)c1ccccc1 (stereo unspecified)	7	1.9	-7	2	5	4	4	8	0	0.3
CCCN1CCN(CCCNC(=O)CN2C(=O)C(CC)Oc3ccccc32)CC1 (stereo unspecified)	-10	i	-5	-9	-8	-1	2	-2	0	1.2
COc1ccc(OC)c(S(=O)(=O)NCCCN2CCCC2=O)c1	-2	-1.2	4	-14	7	-1	1	19	-4	1.6
CCOC(=O)N1CCC(NS(=O)(=O)c2ccc(NC(C)=O)c(Cl)c2)CC1	1	0.5	3	-3	7	-24	0	22	-3	2.2
O=C(Nc1ccc(S(=O)(=O)Nc2ccccn2)cc1)c1cccc(Br)c1	-4	-0.4	6	4	1	2	-2	18	8	1.6
CN(C)C(=S)NC1(C)CCS(=O)(=O)C1 (stereo unspecified)	5	i	-2	-18	-2	5	-4	14	-4	/
Cc1ccc2nc(C)cc(N3CCOCC3)c2c1	-6	-0.1	2	-9	4	6	-5	4	-2	/
Cc1cccc(NC(=O)COc2ccc(/C=C\c3[nH]c(=O)[nH]c(=O)c3[N+](=O)[O-])cc2)c1	-24	-0.4	16	-15	2	-1	26	84	2	-0.3
COc1ccccc1NC(=O)C/C(N)=N/OCC(=O)Nc1cccc(Cl)c1	-2	i	3	/	-7	2	1	/	/	0.5
COc1ccc([C@H]2CC(=O)C=C(c3cccc(OCc4ccccc4)c3)C2)cc1	-17	-2.0	14	-3	7	-6	11	/	/	0.4
Cc1ccc(NC(=O)C(NC2CCCC2)c2ccccc2)cc1Cl (stereo unspecified)	-6	-0.4	16	-1	4	-7	6	21	3	1.2
CC(=O)Nc1ccc(NC(=O)c2cc(=O)c3cc(C)cc(C)c3o2)cc1	-3	i	7	-7	6	0	10	17	-3	2.2
CN(C1=C(NC(=O)c2ccccc2)C(=O)c2ccccc2C1=O)C1CCS(=O)(=O)C1 (stereo unspecified)	-113	0.4	2	/	-46	/	89*	-8	0	-0.9
N#C/C(=C\c1cccnc1)C(=O)Nc1ccc(C(=O)O)cc1	0	i	-2	-10	7	-6	3	11	0	0.5
O=C(COC(=O)COc1ccc(Cl)cc1)Nc1ccc(N2CCOCC2)cc1	3	-0.4	10	-7	3	1	0	-1	-3	0.9
COC(=O)c1ccccc1NC(=O)Nc1ccc(C)cn1	3	1.5	2	-11	0	10	-10	-8	-2	1.9

Reformatted: 2 of the compounds above.
O=C(Nc1cccc(S(=O)(=O)N2CCCCC2)c1)c1ccc2c(=O)n3c(nc2c1)CCCCC3
  Rv3671c inh = -51
  BH1578 lux ind = -0.3
  Yp Topo-I inh = 22
  PriA SSB inh = -5
  PrPC surface inh = 12
  MazEF act = -10
  CCHF vOTU inh = 0
  VHR inh abs = 0
  3CLpro inhibitor = -7
  TcdB inh = /
CC(Cl)C(=O)NNC(=O)CNS(=O)(=O)c1ccccc1 (stereo unspecified)
  Rv3671c inh = 7
  BH1578 lux ind = 1.9
  Yp Topo-I inh = -7
  PriA SSB inh = 2
  PrPC surface inh = 5
  MazEF act = 4
  CCHF vOTU inh = 4
  VHR inh abs = 8
  3CLpro inhibitor = 0
  TcdB inh = 0.3

Continuation:
Structure	Rv3671c inh	BH1578 lux ind	Yp Topo-I inh	PriA SSB inh	PrPC surface inh	MazEF act	CCHF vOTU inh	VHR inh abs	3CLpro inhibitor	TcdB inh
COC(=O)c1ccc(NC(=O)c2ccco2)cc1	-2	-0.3	-1	-9	4	-2	3	22	5	/
Fc1ccc(CSc2nnc3ccccn23)c(Cl)c1	0	-0.4	19	-1	2	0	-10	18	-1	1.7
C=C1c2ccc(C)cc2NC(=O)N1c1ccccc1	6	/	/	-6	/	-3	/	-1	-7	/
COc1cccc(NC(=O)CN(C)C(=O)C2CC(=O)N(CCc3ccc(OC)c(OC)c3)C2)c1 (stereo unspecified)	/	i	4	8	2	10	-6	/	/	3.8
CCc1cccc(CC)c1NC(=S)Nc1cccc(Cl)c1Cl	7	-0.5	11	-4	8	7	-8	-27	0	-1.0
CCOC(=O)CSC1=C(C#N)C(c2ccccc2Cl)C(C(=O)OC)C(=O)N1 (stereo unspecified)	-10	1.4	5	-1	12	-8	15	15	-1	/
O=C(O)CCCC(=O)NS(=O)(=O)c1ccc(Cl)cc1	-4	i	-7	-11	5	5	11	11	2	/
CCCCCCCCCCCC(=O)NC(Cc1ccc(OC)c([N+](=O)[O-])c1)C(=O)O (stereo unspecified)	-3	-0.9	9	5	3	-9	21	29	5	1.0
COc1ccc(C(CCc2cc(OC)c(OC)c(OC)c2)NC(C)=O)cc1 (stereo unspecified)	/	-5.6	-8	-7	-2	-1	4	/	/	1.3
COc1ccc2[nH]c3c(=O)n4c(nc3c2c1)SCCC4	-12	0.5	-3	-9	1	2	-30	30	3	2.5
COc1ccc(C(=O)NC(=S)NNC(=O)c2ccccc2O)cc1	10	i	3	-5	0	7	-4	10	0	0.0
CSc1nc2ccc(NS(=O)(=O)c3ccccc3F)cc2s1	-3	-0.2	-8	-11	0	-4	-17	2	3	2.6
Cc1ccc(N(CN2CCCC2=O)C(=O)c2ccc(C)c(C)c2)cc1	-6	i	4	-1	6	-4	-2	5	3	-0.7
CCSCc1nnc(SCC(=O)Nc2ccc(F)cc2)n1CC	-4	1.6	12	11	11	16	3	-19	-1	1.4
O=C(CSc1nnc(-c2ccco2)n1Cc1ccco1)NCc1cccs1	-1	-0.3	2	-7	-3	9	-13	30	1	/
Cc1nn(CCC#N)c2[nH]c(=O)cc(C(F)(F)F)c12	1	-0.2	-5	-14	-6	-3	-4	18	3	2.0
COc1ccccc1NC(=O)c1cc2cc(Br)ccc2cc1O	2	-2.2	-24	-16	-6	0	0	4	6	0.1
Cc1ccccc1NC(=O)CSc1nc2ncc(Cl)cc2[nH]1	-7	-3.4	-8	2	2	-2	7	-2	3	0.9
COc1ccc(NC(=O)c2cc(-c3ccc(OC)c(OC)c3)on2)cc1OC	0	i	0	-1	8	-1	16	-4	4	/

Reprinted from the results shown for reference:
Structure	Rv3671c inh	BH1578 lux ind	Yp Topo-I inh	PriA SSB inh	PrPC surface inh	MazEF act	CCHF vOTU inh	VHR inh abs	3CLpro inhibitor	TcdB inh
Cc1ccccc1NC(=O)CSc1nc2ncc(Cl)cc2[nH]1	-7	-3.4	-8	2	2	-2	7	-2	3	0.9
COc1ccc(NC(=O)c2cc(-c3ccc(OC)c(OC)c3)on2)cc1OC	0	i	0	-1	8	-1	16	-4	4	/

Source: PubChem (several laboratories)
